Assay outcomes (PubChem BioAssay)
PLAP inhibition – inhibition of human placental alkaline phosphatase – biochemical, luminescence, HTS (AID 690); purified PLAP, luminescent substrate; higher % means a stronger effect; inhibition, % at 20 µM, or IC50 in µM where a hit was titrated; 0.08% of 96,000 active; in the data active means a potency from the dose series; inactive means the rest, 99 in 100 with inhibition below about 30%; further: strong numbers were not always called active
MRP reversal – MRP-mediated drug resistance reversal; H69AR cells + 2 uM doxorubicin, CellTiter-Glo, 72 h; differential viability (reversal), % at 10 µM; 0.04% of 85,000 active; AID 602;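 active means viability drop by adding the cancer drug above about 55%, with treated viability meeting a 40% cutoff, limit read from the data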;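 further: viability without doxorubicin minus viability with 2 µM doxorubicin for each compound; larger differential means the compound sensitizes cells more to doxorubicin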
NFkB transloc inh – blocks IL-1B driven NFkB nuclear translocation in HUVEC cells. HUVEC IL-1B NFkB p65 nuclear translocation imaging. inhibition, % at 2 µM. 0.43% of 94,000 active;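 active means inhibition above about 30% together with a positive call from visual inspection of the well image, limit read from the data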;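 further: nuclear over cytoplasmic p65 intensity ratio measured by imaging; 0% = IL-1B stimulated DMSO wells and 100% = unstimulated DMSO wells; values of inactives mirror those of a sister screen read the other way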
Bcl-B TR3 displacers – displacers of TR3 peptide from Bcl-B, primary screen, selectivity assay for Bfl-1 inhibitor project, biochemical, fluorescence polarization | FP displacement of FITC-TR3 peptide from Bcl-B; higher % means a stronger effect | displacement, % at 20 µM; hits with a dose series show IC50 in µM | 0.11% of 96,000 active | AID 748;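 active means displacement above 50% at 20 µM plus a fluorescence interference ratio under 1.5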;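 further: plate controls were wells without compound for no effect and wells lacking Bcl-B protein for full effect; a part of the inactive calls stands beside numbers as strong as those of hits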
IL1B NFkB pot – enhances IL-1B driven NFkB nuclear translocation. HUVEC IL-1B NFkB p65 nuclear translocation imaging. activation, % at 2 µM. 0.3% of 94,000 active. AID 819;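 active means activation above 40%, about the mean plus 3 SD, also judged a hit on visual image review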;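 further: percent activation is computed from the nuclear over cytoplasmic p65 intensity ratio; values of inactives mirror those of a sister screen read the other way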
MRP reversal cytotoxicity – also measured in MRP reversal; calls as there; viability, %; H69AR cells, CellTiter-Glo, 72 h; measured here: cytotoxicity without doxorubicin
MRP reversal with doxorubicin – second read-out of MRP reversal, no call of its own (marks repeat the call); viability, %; measured here: viability with 2 uM doxorubicin; stronger effect = lower value
NFkB transloc inh cell count 2 µM – recorded beside NFkB transloc inh, whose call it bears; cell count; measured here: cells passing quality filter;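 raw number of nuclei counted in each imaged well without normalization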
IL1B NFkB pot cell count 2 µM – recorded beside IL1B NFkB pot, whose call it bears; cell count; measured here: cells passing quality filter
* hit, by the source's call; / = no result given.

SMILES | PLAP inhibition | MRP reversal | MRP reversal cytotoxicity | MRP reversal with doxorubicin | NFkB transloc inh | NFkB transloc inh cell count 2 µM | Bcl-B TR3 displacers | IL1B NFkB pot | IL1B NFkB pot cell count 2 µM
Cc1ccc(COc2coc(CO)cc2=O)cc1 | 17% | / | / | / | -9 | 141 | -6% | 9 | 141
CCCc1ccc(-c2cc(N)n[nH]2)cc1 | -20% | -6 | 95 | 100 | 6 | 183 | -3% | -6 | 183
Cn1nc(OC(=O)Nc2ccc(Cl)cc2)cc1C(F)(F)F | 5% | -1 | 95 | 96 | -10 | 173 | -14% | 25 | 75
CCOCCOC(=O)c1cccc(NC(=O)OCC)c1 | 6% | 4 | 99 | 95 | -7 | 172 | -6% | 7 | 172
O=C1OC(Nc2ccc(F)cc2F)c2ccccc21 (stereo unspecified) | 8% | 7 | 93 | 86 | 10 | 86 | 4% | -10 | 86
CCOC(=O)c1ccccc1NC1CC(=O)N(c2ccccc2C)C1=O (stereo unspecified) | -24% | -1 | 97 | 98 | 0 | 118 | -8% | 0 | 118
COc1cccc(C(=O)N(Cc2ccc3c(c2)OCO3)Cc2nc3ccccc3c(=O)[nH]2)c1 | -52% | 3 | 79 | 76 | -6 | 114 | 2% | 7 | 114
CCC1=Nc2cc(C(=O)NCCCOC(C)C)ccc2Sc2ccccc21 | -95% | -29 | 26 | 55 | / | / | -12% | / | /
O=C(NCC1CCCO1)Nc1cccc(Cl)c1 (stereo unspecified) | -1% | 5 | 102 | 97 | -6 | 160 | 2% | 6 | 160
CC(Oc1ccccc1)C(=O)Nc1ccc(C(N)=O)cc1 (stereo unspecified) | 6% | -2 | 109 | 111 | -4 | 154 | -5% | 4 | 154
COc1ccc(C(OC(=O)c2ccco2)C(=O)NC2CCCCC2)cc1OC (stereo unspecified) | 3% | -2 | 86 | 88 | -14 | 158 | 5% | 14 | 158
O=C(CS(=O)(=O)Cc1ccccc1)N1CCc2ccccc21 | 15% | 2 | 88 | 86 | -16 | 151 | 0% | 16 | 151
Cc1ccc(C(=O)Nn2c(N)c(S(=O)(=O)c3ccc(C)cc3)c3nc4ccccc4nc32)cc1 | 0% | 12 | 92 | 80 | -20 | 159 | -2% | 20 | 159
N/C(=N\c1nc2ccccc2o1)NC(=O)c1ccccc1 | -6% | -8 | 64 | 72 | -17 | 180 | -2% | 17 | 180
CCOc1ccc(/C=C2/C(=O)N(c3ccc(OC)cc3)C(=S)N2CC(=O)OC)cc1OCC | / | -7 | 44 | 52 | -2 | 91 | / | 2 | 91
CC(=O)OC(Cn1ccnc1)c1ccccc1 (stereo unspecified) | 0% | -4 | 86 | 89 | -3 | 189 | 6% | 3 | 189
CNC(=O)CCCc1nc(-c2ccccc2Cl)no1 | 12% | 10 | 97 | 87 | -65 | 175 | 3% | 65* | 175*
CCCc1nnc(SCC(=O)N2CCCCC2C)n1CC1CCCO1 (stereo unspecified) | -17% | 13 | 96 | 83 | -23 | 164 | 5% | 23 | 164
COc1ccc(NC(=O)Nc2ccccc2C)c(OC)c1 | 11% | -3 | 87 | 90 | / | / | -8% | / | /
N#C/C=C(/N)N1CCN(c2ccc(Cl)c(Cl)c2)CC1 | 5% | / | / | / | 4 | 123 | -6% | -4 | 123
CCCCSc1nnc(-c2ccccc2N)c(=O)[nH]1 | 14% | / | / | / | 10 | 109 | -7% | -10 | 109
CC(C)CNS(=O)(=O)c1ccc(CCC(=O)N2CCN(Cc3ccccc3)CC2)cc1 | -69% | 4 | 84 | 81 | 4 | 157 | 5% | -4 | 157
CN(C)C(=O)CSc1nnc(Cc2ccc([N+](=O)[O-])cc2)o1 | -3% | / | / | / | -14 | 138 | -6% | -5 | 134
CCC(Oc1ccccc1)C(=O)Nc1ccc(S(=O)(=O)Nc2cnc3ccccc3n2)cc1 (stereo unspecified) | -29% | / | / | / | -11 | 99 | -3% | 11 | 99
COC(=O)c1sccc1NC(=O)c1ccoc1C | -6% | -3 | 76 | 79 | -6 | 136 | 6% | 6 | 136
CCn1c(-c2nonc2NC(=O)c2ccccc2)nc2ccccc21 | 9% | / | / | / | 2 | 135 | 0% | -2 | 135
COCc1cc(C)nc2sc(C(=O)OC(C)C)c(N)c12 | -18% | 9 | 88 | 78 | 10 | 71 | -7% | -10 | 71

Some of these compounds in order of their number in IL1B NFkB pot, ascending:
structure	IL1B NFkB pot
CCCCSc1nnc(-c2ccccc2N)c(=O)[nH]1	-10
CCn1c(-c2nonc2NC(=O)c2ccccc2)nc2ccccc21	-2
CCOc1ccc(/C=C2/C(=O)N(c3ccc(OC)cc3)C(=S)N2CC(=O)OC)cc1OCC	2

Quoted at random: five compounds from above
SMILES | PLAP inhibition | MRP reversal | MRP reversal cytotoxicity | MRP reversal with doxorubicin | NFkB transloc inh | NFkB transloc inh cell count 2 µM | Bcl-B TR3 displacers | IL1B NFkB pot | IL1B NFkB pot cell count 2 µM
O=C(CS(=O)(=O)Cc1ccccc1)N1CCc2ccccc21 | 15% | 2 | 88 | 86 | -16 | 151 | 0% | 16 | 151
COc1ccc(C(OC(=O)c2ccco2)C(=O)NC2CCCCC2)cc1OC (stereo unspecified) | 3% | -2 | 86 | 88 | -14 | 158 | 5% | 14 | 158
CCC1=Nc2cc(C(=O)NCCCOC(C)C)ccc2Sc2ccccc21 | -95% | -29 | 26 | 55 | / | / | -12% | / | /
N/C(=N\c1nc2ccccc2o1)NC(=O)c1ccccc1 | -6% | -8 | 64 | 72 | -17 | 180 | -2% | 17 | 180
O=C1OC(Nc2ccc(F)cc2F)c2ccccc21 (stereo unspecified) | 8% | 7 | 93 | 86 | 10 | 86 | 4% | -10 | 86

This is a subset; count on the stated rates, not on these rows.
